MDM2 E3 inh – inhibitors of human Mdm2 E3 ubiquitin ligase; AID 1230; Q00987; cell-based MDM2 ubiquitination luciferase reporter, 2 h; 0 = plate control, 100 = twice control, blank-subtracted; signal enhancement, % at 5 µM; hit rate 0.11% among 210,000;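 active means signal enhancement of 30% or more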;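 further: luminescence tracks abundance of the self-degrading MDM2-luciferase fusion protein; higher signal means inhibition of MDM2 E3 ligase activity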
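System: stable MDM2–luciferase fusion reporter cells / Input: 2000 cells seeded into each well / Schedule: 4 h settle plus 2 h compound, 37 °C / Compound: single-point 5 µM / Buffer or medium: cells held in DMEM / Benchmarks: control and blank well means / Evaluation: percent signal gain over controls, blank-subtracted / Measured by: luciferase luminescence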
Hck Nef HTS – human Hck-Nef kinase inhibition | P08631 | AID 463187 | Recombinant Hck-YEEI plus Nef, Z-Lyte FRET kinase assay | inhibition, % at 20 µM | hit rate 0.68% among 220,000;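 active means Hck-Nef kinase inhibition above about 50%, limit read from the data; inactive means inhibition below that limit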;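 further: 0% = DMSO with Hck plus Nef and 100% = Hck alone without Nef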
zVAD death inh – L929 zVAD cell death inhibition. L929 zVAD necroptosis rescue, ATP luminescence, 24 h; with zVAD 60 µM. viability rescue, % at 10 µM. hit rate 0.38% among 220,000. AID 1377;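 active means activation, scaled between plate controls, above about 75%, limit read from the data; inactive means activation under that limit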;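 further: 0% = zVAD with DMSO and 100% = DMSO alone without zVAD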
14-3-3 Bad inh – disrupts binding of bovine 14-3-3 zeta to phospho-Bad peptide; TR-FRET 14-3-3zeta/Dy647-pBad peptide displacement, 1 h; AID 781; inhibition, % at 21.7 µM; P63103; hit rate 0.71% among 220,000;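 active means inhibition above about 70%, limit read from the data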;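 further: 0% = full 14-3-3 plus peptide FRET controls and 100% = background without 14-3-3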
NCF1 inh – inhibitors of human p47phox binding | p47phox/p22phox peptide binding, fluorescence polarization, 2 h | inhibition, % at 24.7 µM | hit rate 0.53% among 220,000;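 active means inhibition above about 30%, limit read from the data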;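 further: 0% = p47phox with labelled peptide and 100% = labelled peptide alone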
Target sequence (P14598 whole entry, looked up): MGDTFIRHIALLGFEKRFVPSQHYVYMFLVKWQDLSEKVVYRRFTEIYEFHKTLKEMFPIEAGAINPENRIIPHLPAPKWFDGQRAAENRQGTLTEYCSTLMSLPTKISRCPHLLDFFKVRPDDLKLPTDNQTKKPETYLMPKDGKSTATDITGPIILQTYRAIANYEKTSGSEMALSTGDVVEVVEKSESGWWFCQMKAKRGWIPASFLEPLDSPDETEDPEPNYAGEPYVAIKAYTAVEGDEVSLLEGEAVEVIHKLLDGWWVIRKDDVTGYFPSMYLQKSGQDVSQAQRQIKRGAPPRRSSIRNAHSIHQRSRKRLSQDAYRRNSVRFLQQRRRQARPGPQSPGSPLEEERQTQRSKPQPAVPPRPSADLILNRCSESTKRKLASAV
TbHK1 inh – blocks Trypanosoma brucei hexokinase 1 activity; hit rate 0.11% among 220,000; inhibition, % at 10 µM; recombinant TbHK1, G6PDH-coupled NADH A340; AID 1430;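 active means inhibition of 50% or more in the single-dose primary screen; inactive means inhibition below 50%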
Runt-CBFb FRET – Runt domain-CBFb interaction inhibition; Q01196+Q13951; inhibition, % at 20 µM; hit rate 0.46% among 220,000; AID 1496; Cerulean-Runt/Venus-CBFb FRET ratio 530/480, 1 h;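 active means inhibition over about 50% at 20 µM in the single-dose screen, limit read from the data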;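 further: 0% = DMSO wells and 100% = excess unlabeled CBFb competitor control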
Target sequence (Q01196 whole entry, looked up, the tested form may be a part): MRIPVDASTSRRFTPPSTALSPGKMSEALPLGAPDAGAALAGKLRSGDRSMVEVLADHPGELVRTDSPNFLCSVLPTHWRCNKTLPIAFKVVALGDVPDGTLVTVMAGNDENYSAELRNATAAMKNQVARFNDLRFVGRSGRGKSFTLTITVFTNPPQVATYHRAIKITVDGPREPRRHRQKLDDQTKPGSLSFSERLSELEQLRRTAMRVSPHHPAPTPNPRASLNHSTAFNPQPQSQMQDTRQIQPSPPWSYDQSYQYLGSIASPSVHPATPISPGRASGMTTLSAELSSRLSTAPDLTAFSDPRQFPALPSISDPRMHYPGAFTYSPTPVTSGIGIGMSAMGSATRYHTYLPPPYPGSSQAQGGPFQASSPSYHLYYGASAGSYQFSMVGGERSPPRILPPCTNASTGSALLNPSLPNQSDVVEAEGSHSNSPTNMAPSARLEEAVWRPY
Target sequence (Q13951 whole entry, looked up, the tested form may be a part): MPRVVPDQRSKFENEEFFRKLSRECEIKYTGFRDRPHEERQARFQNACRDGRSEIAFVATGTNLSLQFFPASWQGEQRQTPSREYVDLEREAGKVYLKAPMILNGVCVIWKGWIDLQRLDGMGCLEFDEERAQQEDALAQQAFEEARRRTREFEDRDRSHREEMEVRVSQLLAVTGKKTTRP
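Schedule: protein complex preformed 1 h, compound exposure 1 h, room temperature, dark; test system: Cerulean-labeled Runt domain protein; amount: 100 nM per protein; buffer or medium: Tris 50 mM pH 7.5, KCl, K2SO4, 0.01% BSA; read-out: loss of energy transfer signal; detection: FRET fluorescence; controls: 5 µM unlabeled CBFb as full-inhibition high control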
Runt-SMMHC FRET – inhibitors of human RUNX1 Runt domain binding to CBFb-SMMHC. Q01196+Q13951. Cerulean-Runt/Venus-CBFb-SMMHC FRET ratio 530/480, 1 h. inhibition, % at 20 µM. hit rate 0.74% among 220,000. AID 1434;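 active means mean inhibition across duplicate retests at 20 µM reaching about 50%, limit read from the data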;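 further: 0% = DMSO wells and 100% = wells with excess untagged CBFb-SMMHC; inhibitors lower the FRET ratio by blocking Runt binding to CBFb-SMMHC; some results filed as inactive read as strong as hits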
EBV gp42 inh – inhibitors of Epstein-Barr virus glycoprotein 42; Q1HVG2; Fluorescence polarization binding assay, mP read-out; inhibition, % (tested at 21.74 µM); hit rate 0.42% among 220,000; AID 1085; in the data active means inhibition above about 50%
The depositor's hits bear a star; . = no result given; [ ] = dose if it differs, or a comment.

SMILES	MDM2 E3 inh	Hck Nef HTS	zVAD death inh	14-3-3 Bad inh	NCF1 inh	TbHK1 inh	Runt-CBFb FRET	Runt-SMMHC FRET	EBV gp42 inh
CC(C)Cn1cc(Cl)c(=O)n(CC(C)C)c1=O	-24	8	-1.4	-2	-3	6	3	1	-9
CC1(C)C=C(c2ccc(O)cc2)CC(C)(C)N1	-15	1	-0.5	-5[fluorescence artefact?]	-3	3	-1	0	-17
CS(=O)(=O)c1nsc2nc(=O)c(/C=C3\C=Nc4ccccc43)c(N)n12	-7	26	2.6	9	-12	3	29	73*	1
O=C(Nc1cccc2ccccc12)NC1Cc2ccccc2C1	6	17	-0.2	5	-18	-20	13	4	-19
S=C(NCCCN1CCOCC1)Nc1ccc(Nc2ccccc2)cc1	-10	6	0.3	-12	-12	-1	5	1	-13
Cn1c(Cn2nnc(-c3ccccc3)n2)nnc1SCc1ccccc1Cl	0	0	0.3	-3	-2	-2	0	-4	-13
Cn1c(SCc2ccc3c(c2)OCO3)nnc1-c1ccccc1	2	-1	-0.2	7	-16	5	0	2	-23
COc1cc(SC)ccc1C(=O)NC(C)C	.	3	1.0	1	-5	-1	0	-1	-10
O=C(NC(=O)c1ccc(F)cc1)Nc1nc(-c2cccs2)cc(C(F)(F)F)n1	.	-7	.	6	-5	-6	-6	-4	-11
COc1ccccc1NS(=O)(=O)c1cccc(C(=O)N/N=C/c2ccc(C)o2)c1	-21	7	1.3	-2	-2	-30	1	-3	-6

Single values from the entries so far:
In zVAD death inh, `COc1ccccc1NS(=O)(=O)c1cccc(C(=O)N/N=C/c2ccc(C)o2)c1` is listed with 1.3
In MDM2 E3 inh, `CS(=O)(=O)c1nsc2nc(=O)c(/C=C3\C=Nc4ccccc43)c(N)n12` is listed with -7
In EBV gp42 inh, `COc1cc(SC)ccc1C(=O)NC(C)C` is listed with -10

Four entries already listed, ordered by the number in Runt-CBFb FRET, rising.
smiles	Runt-CBFb FRET
O=C(NC(=O)c1ccc(F)cc1)Nc1nc(-c2cccs2)cc(C(F)(F)F)n1	-6
CC1(C)C=C(c2ccc(O)cc2)CC(C)(C)N1	-1
Cn1c(SCc2ccc3c(c2)OCO3)nnc1-c1ccccc1	0
CS(=O)(=O)c1nsc2nc(=O)c(/C=C3\C=Nc4ccccc43)c(N)n12	29

(list continues)
SMILES	MDM2 E3 inh	Hck Nef HTS	zVAD death inh	14-3-3 Bad inh	NCF1 inh	TbHK1 inh	Runt-CBFb FRET	Runt-SMMHC FRET	EBV gp42 inh
Cc1c(Cl)ccc(S(=O)(=O)N2CCN=C2c2ccccc2)c1Cl	25	2	-0.1	26	0	4	-1	6	-15
CC1(c2ccc(O)cc2)NC(=O)N(c2ccccc2)N1 (stereo not given)	-6	19	-1.5	-9	-1	-9	1	-1	-4
O=C(O)c1cccnc1Sc1ccccc1Cl	-6	11	1.6	4	-35	-13	0	-7	4
Clc1ccccc1/C=C/c1ccnc2ccccc12	4	27	1.8	3	-14	-16	-3	-3	-8
COc1ccc(-c2nc(-c3ccccc3)c(-c3cc([N+](=O)[O-])ccc3C)[nH]2)cc1OC	-28	0	0.0	5	-32	-21	-2	-1	-19
COc1ccccc1NC(=O)N1CCc2[nH]c3ccc(F)cc3c2C1	-20	1	0.2	-8	1	-2	-23	-36	8
OCCNc1nc(-c2ccccc2)c2ccccc2n1	-5	8	1.6	.	6	-16	10	10	6
Cc1cc(C)c(C#N)c(N2CCN(CCOc3ccc(Cl)cc3)CC2)n1	-4	1	-0.1	-1	-2	-7	0	-8	12
O=C(CCn1cnc2ccccc2c1=O)Nc1ccc2c(c1)OCCO2	3	0	-0.3	-3	2	5	2	0	0
Cc1ccc(S(=O)(=O)NNC(=O)CCC(=O)Nc2ccc(C)cc2C)cc1	-12	1	2.6	0[fluorescence artefact?]	-14	-4	2	4	5

Some of the entries so far, with each value named.
CC1(c2ccc(O)cc2)NC(=O)N(c2ccccc2)N1 (stereo not given)
  MDM2 E3 inh: -6 | Hck Nef HTS: 19 | zVAD death inh: -1.5 | 14-3-3 Bad inh: -9 | NCF1 inh: -1 | TbHK1 inh: -9 | Runt-CBFb FRET: 1 | Runt-SMMHC FRET: -1 | EBV gp42 inh: -4

O=C(O)c1cccnc1Sc1ccccc1Cl
  MDM2 E3 inh: -6 | Hck Nef HTS: 11 | zVAD death inh: 1.6 | 14-3-3 Bad inh: 4 | NCF1 inh: -35 | TbHK1 inh: -13 | Runt-CBFb FRET: 0 | Runt-SMMHC FRET: -7 | EBV gp42 inh: 4

(next part)
SMILES	MDM2 E3 inh	Hck Nef HTS	zVAD death inh	14-3-3 Bad inh	NCF1 inh	TbHK1 inh	Runt-CBFb FRET	Runt-SMMHC FRET	EBV gp42 inh
O=C1Nc2ccccc2Oc2cc([N+](=O)[O-])cc(Oc3ccccc3)c21	4	9	0.1	-5	-106	0	-3	1	-58
Cc1ccc(N=Nc2cc(C)ccc2N)cc1	-67	5	-0.5	-3	-16	-20	-4	-7	-9
CCCCC(=O)N/N=C(\C)CC(=O)Nc1ccccc1Br	8	-3	0.5	-3[fluorescence artefact?]	-4	4	0	-2	3
Cc1ccc(NC(=O)CSc2nc3ccccc3c(=O)n2CCCC(=O)N2CCCC2)cc1	0	1	0.7	4	-10	-9	-8	-3	-10
CCn1c(C)nc2cc(C(=O)OCCC(F)(F)F)ccc21	-15	-4	5.3	13	-4	5	-1	0	-7
O=C(C1CCCO1)N1CCN(C(=S)Nc2ccc(Cl)c(Cl)c2)CC1 (stereo not given)	.	0	0.1	-11	-13	-2	8	2	-13
COc1ccc(N2CCN(C(=O)Cn3cncn3)CC2)cc1	-1	18	3.6	-18	-11	-1	2	0	-16
N/C(=N/OCC(=O)Nc1cccc2ccccc12)c1nonc1N	1	1	0.0	14	-12	0	0	-3	-7
COC(=O)N/N=C/c1ccc(-c2ccc(Cl)cc2Cl)o1	4	15	0.8	8	-11	-45	-2	-2	-22
COc1cc(-c2nnc(COC(=O)c3cc(C)nc4ccc(C)cc34)o2)cc(OC)c1OC	-13	-20	0.4	18	-27	-13	0	-1	-9
Cc1c(C(=O)N/N=C/c2ccc(Cl)cc2)[nH]c2ccc(Cl)cc12	9	4	-1.0	3[fluorescence artefact?]	-18	-22	4	-1	3
O=C(NC1CCS(=O)(=O)C1)/C(=C\c1ccc(F)cc1)NC(=O)c1ccccc1 (stereo not given)	-9	16	-1.2	6	4	7	-1	0	12
CCOC(=O)c1ccc(NC(=O)c2cnccn2)cc1	-13	-2	-0.3	-7	-11	-5	-1	-2	-24
COc1ccc(/C=C(/NC(=O)/C=C/c2ccccc2)C(=O)NCCCCCC(=O)O)cc1	-1	17	-0.1	-7	-10	-34	-1	-1	-2
O=C(NCCCN1CCN(c2ccccc2F)CC1)Nc1ccccc1[N+](=O)[O-]	0	21	-0.2	-3	-3	-2	-3	1	-3
CCN(CC)C(=O)CSC1=N/C(=C/c2ccco2)C(=O)N1c1ccc(OC)c(Cl)c1	-4	5	0.1	-9	-40	-12	0	-4	-7
CC1CCc2ccccc2N1C(N)=Nc1ccccc1 (stereo not given)	-4	-2	-1.4	-4	-3	10	-2	2	-3
COc1ccc(-c2cn3nc4c(nc3n2)CCCC4)cc1	-12	-3	-0.6	-2	-31	-11	0	-18	96*
C/C(=N/O)c1ccc2c(c1)OCCOCCOc1cc(/C(C)=N/O)ccc1OCCOCCO2	-15	-2	.	24[fluorescence artefact?]	-1	-5	0	2	-3
COc1ccc(C2C(C#N)=C3NC(=O)c4c(sc5c4CCCCC5)N3C3=C2C(=O)CC(C)(C)C3)cc1 (stereo not given)	16	7	0.1	-10	-48	-1	.	-31	-25
COc1ccccc1Oc1ccc2c(c1)C(=O)N(c1cccc3ncccc13)C2=O	.	4	0.6	-8	36*	-9	-4	-6	-10
COCCCNc1nc2c(c(=O)[nH]c(=O)n2C)n1CC(O)COc1cccc(C)c1 (stereo not given)	-37	0	0.2	-3	-15	-4	-1	-2	-27
COc1ccccc1Oc1ncnc2c1oc1ccccc12	-22	28	0.0	-10	-5	-3	0	-3	-25
O=C(Nc1cccc(C(F)(F)F)c1)OCCN1CCN(Cc2ccccc2)CCC1=O	.	-6	4.3	-12[fluorescence artefact?]	-8	-3	-7	-4	-5
O=C1c2ccc3c4c(ccc(c24)C(=O)N1c1ccc(O)cc1)C(=O)N(c1ccc(O)cc1)C3=O	5	21	4.6	61	9	-8	0	18	-16
O=C(CN1CCN(C(=O)c2ccco2)CC1)Nc1cccc([N+](=O)[O-])c1	-9	21	-0.2	2	2	0	2	4	-8
C=CCNC(=O)C(=O)N/N=C/c1ccco1	-21	-1	-0.2	2[fluorescence artefact?]	-3	-23	0	1	16
CC(=O)c1c(C)oc2ccc(N(C(=O)c3ccncc3)S(=O)(=O)c3ccccc3)cc12	-11	-29	0.0	4	-2	-3	-3	5	15
COC(=O)c1ccc(-c2ccco2)n1Cc1nc(-c2ccc(OC)c(OC)c2)oc1C	-18	0	-1.4	17	-30	-12	3	-3	-6
CCOCCCNC(=O)C(NC(=O)Cc1cccs1)c1ccc(OC)cc1 (stereo not given)	-3	6	1.1	-2	-9	-1	0	-1	-1
CCS(=O)(=O)N1CCC(C(=O)NCc2ccc(OC)cc2)CC1	-8	21	1.1	-6	0	0	0	0	-18
COC(=O)C1CC(c2ccc(Cl)cc2)=NO1 (stereo not given)	-9	16	1.0	-15	-5	0	0	2	-16
CCCCCC(=O)NC(Cc1ccc(OC)c([N+](=O)[O-])c1)C(=O)O (stereo not given)	-8	4	0.5	14	7	-12	0	-1	-6
Cn1nnnc1SCc1nc2ccccc2[nH]1	-16	3	0.3	-4	-6	-2	-1	4	-6
CC(=O)Nc1ccc(S(=O)(=O)N(C)c2ccc(OCC(=O)OCC(=O)Nc3ccc(OC(F)F)cc3)cc2)cc1	.	3	-0.5	3	-22	-9	1	3	-23
C/C(=N\NC(=O)CNC(=O)C(c1ccccc1)c1ccccc1)c1ccccc1	-15	4	1.0	1	-10	13	2	5	-28
CCOc1ccc(NC(=O)C2C3CC/C=C\CCC32)cc1 (stereo not given)	-7	7	4.1	-5	-1	-9	1	3	-3
COc1ccccc1N1CCN(C(=O)COc2ccc(C)cc2Br)CC1	5	0	-0.1	-4	-7	2	-2	7	16
Cc1cc(C)cc(Oc2ccccc2/C=N\O)c1	-8	3	0.2	-4	-17	-2	-1	-6	0

No enrichment for hits; 3.2% or so of the library scored in one or more.
